Screening data from PubChem.
Shiga inhibitor: A qHTS for Small Molecule Inhibitors of Shiga Toxin; Vero cells, Shiga toxin protein synthesis inhibition reporter; inhibition, % at 38.7 µM; 9.2% of 290,000 active; AID 2315, 2010; in the data active means inhibition mostly above about 28%, no sharp cut-off; inactive means mostly below about 43%; further: 0% is about no effect
HCMV inh: qHTS Assay for inhibitors of the human cytomegalovirus (HCMV); HFF cells, HCMV-luciferase reporter, 72 h; active compounds read low; activity change, negative = inhibition, % at 57.5 µM; 4.5% of 410,000 active; in the data active means activity change below about -60%; inconclusive means no clear call, values can overlap the other calls; inactive means above about -39%; further: on the % scale 0 is the no-effect control and ±100 the full control effect
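Two-dose cell screen: HFF monolayers treated with compounds and infected with luciferase-expressing HCMV at 1 PFU/cell, 72 h at 37C, then lysed for luciferase measurement.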
AmpC detergent: qHTS Inhibitors of AmpC Beta-Lactamase (assay with detergent); Potency, µM (titrated, usually from 114 µM), for inactives: top-dose activity change, negative = inhibition, most hits filed as inhibitors; P00811; 0.041% of 370,000 active; AmpC hydrolysis of nitrocefin, absorbance 480 nm, 0.01% Triton; AID 485294, 2010;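 further: potency means the concentration at half of the fitted maximal effect; 0% = no-compound wells and -100% = no-enzyme wells; nearly all actives have a fitted effect of over 25% in size; some results filed as inactive show a strong effect at the top dose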
Target sequence (P00811 whole entry, looked up): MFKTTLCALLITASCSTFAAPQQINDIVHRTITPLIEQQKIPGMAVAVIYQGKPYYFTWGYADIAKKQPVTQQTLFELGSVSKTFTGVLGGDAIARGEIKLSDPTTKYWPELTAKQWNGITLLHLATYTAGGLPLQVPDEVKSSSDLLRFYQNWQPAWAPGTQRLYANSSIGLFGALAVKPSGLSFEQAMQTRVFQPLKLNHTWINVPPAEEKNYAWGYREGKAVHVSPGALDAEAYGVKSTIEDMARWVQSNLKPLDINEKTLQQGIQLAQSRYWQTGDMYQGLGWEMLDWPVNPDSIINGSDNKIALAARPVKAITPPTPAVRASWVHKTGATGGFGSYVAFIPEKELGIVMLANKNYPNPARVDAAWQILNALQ
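AmpC (5.3 nM in the dispensed reagent) in 20 mM phosphate pH 7.0 with 0.01% (detergent screen) or 0.0001% Triton X-100 was preincubated with compounds for 15 min at room temperature. Nitrocefin was then added from an 800 uM solution, and hydrolysis was followed at 480 nm.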
FBPA Giardia inh: qHTS Assay for Inhibitors of Fructose-1,6-bisphosphate Aldolase from Giardia Lamblia; A8B2U2; Potency, µM (doses to about 59.6 µM), inactives show top-dose activity, negative = inhibition, hits mostly inhibitors; purified Giardia FBPA; 0.71% of 290,000 active; further: potency means the concentration at half of the fitted maximal effect; on the % scale 0 is the no-effect control and ±100 the full control effect; nearly all actives have a fitted effect of over 55% in size
Target sequence (A8B2U2 whole entry, looked up): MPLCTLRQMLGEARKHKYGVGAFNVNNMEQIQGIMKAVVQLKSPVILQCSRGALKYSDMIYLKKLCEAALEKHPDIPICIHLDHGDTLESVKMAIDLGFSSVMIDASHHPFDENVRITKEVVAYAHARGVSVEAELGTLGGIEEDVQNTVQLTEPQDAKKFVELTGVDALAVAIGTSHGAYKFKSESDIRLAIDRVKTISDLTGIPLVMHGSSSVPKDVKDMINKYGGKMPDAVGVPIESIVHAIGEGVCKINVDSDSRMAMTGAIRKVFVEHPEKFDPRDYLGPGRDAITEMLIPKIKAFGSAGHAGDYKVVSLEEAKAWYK
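40 nM FBPA preincubated 10 min at RT with compound (up to 57.5 uM final), then substrate plus GAPDH/TPI/NAD/arsenate coupling and diaphorase/resazurin added. Fluorescence read after 20 min at RT, 525/598 nm.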
Cycloheximide cs: Cycloheximide Counterscreen for Small Molecule Inhibitors of Shiga Toxin | cell reporter, cycloheximide protein synthesis inhibition counterscreen | max response, % | 12% of 300,000 active; in the data active means max response mostly above about 13%, no sharp cut-off; inactive means mostly below about 14%; further: read at 38.3 µM for the half of the compounds with a filed dose; 0% is about no effect
AmpC inh no detg: qHTS Inhibitors of AmpC Beta-Lactamase (assay without detergent); P00811; AmpC nitrocefin hydrolysis, absorbance 480 nm, 0.0001% Triton; Potency, µM (titrated, usually from 57.1 µM), for inactives: at the highest dose activity change, negative = inhibition, hits mostly inhibitors; 0.52% of 330,000 active;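 further: potency means the concentration at half of the fitted maximal effect; plate controls were no compound for no effect and no enzyme for full effect; nearly all actives have a fitted effect of over 20% in size; some results filed as inactive show a strong effect at the top dose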
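AmpC (5.3 nM in the dispensed reagent) in 20 mM phosphate pH 7.0 with 0.01% (detergent screen) or 0.0001% Triton X-100 was preincubated with compounds for 15 min at room temperature. Nitrocefin was then added from an 800 uM solution, and hydrolysis was followed at 480 nm.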
AMA1-RON2 inh: qHTS for Inhibitors of AMA1-RON; Towards Development of Antimalarial Drug Lead: Primary Screen | Plasmodium falciparum AMA1 (3D7) - RON2 peptide interaction | AlphaScreen AMA1-biotinylated RON2 peptide binding | Potency, µM (top dose mostly 58.2 µM), without a hit: at the highest dose activity change, negative = inhibition, actives largely listed as inhibitors | 0.2% of 360,000 active | AID 720542, 2013;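 further: potency means the concentration at half of the fitted maximal effect; 0% = vehicle wells and -100% = peptide control; nearly all actives have a fitted effect of over 45% in size; some results filed as inactive show a strong effect at the top dose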
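AMA1 (3D7) with his tag at 25 nM final met compounds first, then biotinylated RON2 peptide at 25 nM; detection used donor plus acceptor beads, 10 µg/mL apiece, read by AlphaScreen after 30 min at room temperature.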
* = called active by the depositor; ? = inconclusive; . = not tested or not shown; [ ] = another dose, or the depositor's remark. Unless noted, the call rests on the fitted dose curve; in most records, active means well fitted curve in the direction sought with a large enough effect; inconclusive means small, poorly fitted or top-dose-only effect, or another doubt; inactive means no such curve, though single readings can be large; an effect the other way counts as inactive or inconclusive.

SMILES	Shiga inhibitor	HCMV inh	AmpC detergent	FBPA Giardia inh	Cycloheximide cs	AmpC inh no detg	AMA1-RON2 inh
Cc1c(CC(=O)O)c(=O)oc2c(C)c3occ(-c4ccc(Br)cc4)c3cc12	-12.1	-9.9	1.4%	-11.6%	-2.0	9.5%	-0.2%
O=C(CSc1nnc(NC(=O)c2cccc(F)c2)s1)NC1CCCC1	-8.0	27.4	-6.4%	0.6%	-0.7	-15.0%	1.6%
O=C(Nc1ccccc1C(=O)NC(Cc1ccccc1)C(=O)O)c1ccccc1 (stereo unspecified)	5.3	?	-2.8%	?	2.4	-22.2%	-3.5%
COc1ccc(/C=C\c2onc(C)c2S(=O)(=O)N2CCC(C(=O)NCc3ccco3)CC2)cc1	6.8	-22.1	2.1%	0.9%	-2.0	43.7%	-10.0%
Cc1nc2ccccc2cc1C(=O)N/N=C/c1ccccc1[N+](=O)[O-]	12.4	0.1	0.6%	-3.3%	-1.3	-12.9%	7.3%
CCOC(=O)c1c(NC(=O)c2c(Br)cnn2CC)sc(C)c1C	-4.0	41.3	-3.2%	4.7%	-2.0	-18.3%	-9.2%
CC(CNC(=O)c1ccc(Br)o1)NC(=O)c1ccc(Br)o1 (stereo unspecified)	10.2	64.5	-9.9%	9.3%	-3.6	-10.3%	-16.4%
Cc1ccc(C)c(NC(=O)CN(C)C(=O)c2cc3ccccc3o2)c1	50.8	9.8	-4.0%	-3.3%	15.3	95.2%[activator]	-3.3%
COc1cc(/C=C/C(=O)NCC(=O)N2CCC(N(C)CCN3CCOCC3)CC2)ccc1OC(C)C	5.4	-9.2	?	-2.1%	-15.0	-10.6%	1.2%
CCc1ccc(NC(=O)CSc2nnc(COc3ccc4c(c3)CCCC4)o2)cc1	-14.7	2.1	-12.9%	2.2%	-2.7	-4.7%	14.3%
Cc1ccc(C(=O)CNc2nc3c(c(=O)[nH]c(=O)n3C)n2Cc2ccccc2)cc1	-13.6	53.0	-1.2%	-1.1%	-3.7	-4.5%	-1.4%
CCCNC(=O)CN(Cc1ccccc1F)S(=O)(=O)c1ccc(C)cc1	-4.1	-27.7	?	-5.1%	-6.1	19.5%	1.8%
COCC1CCN(C(=O)CCc2nnc(C3(c4ccc(Cl)cc4)CCC3)o2)C1 (stereo unspecified)	59.4*	95.8	?	15.9%	44.0*	114.4%[activator]	1.4%
CC(C)(C)N1CC(OC(N)=O)C1	-9.8	-38.6	?	0.0%	-4.5	-10.2%	-9.5%
Cc1ccc(Oc2nc(C(F)(F)F)nc3ccccc23)cc1	13.4	-69.1*	3.9%	-0.6%	6.2	-35.3%	0.0%
O=C1CCc2cc(S(=O)(=O)NC(Cc3ccccc3)C(=O)NC3CCCCC3)ccc2N1 (stereo unspecified)	-13.9	29.8	-23.1%	0.1%	-5.0	-34.2%	.
CCOC(=O)C(=CNNc1c(C)csc1C(=O)OC)C(=O)OCC	18.8	-10.4	-2.7%	-2.3%	0.6	42.5%	42.3%[activator]
Cc1[nH]nc2c1C(c1ccccc1)C1=C(CC(C)(C)CC1=O)N2 (stereo unspecified)	-20.9	5.1	1.1%	0.6%	0.6	-27.5%	7.8%
O=S(=O)(NCc1ccco1)c1ccc2c(c1)Cc1ccccc1-2	40.6*	-5.4	7.0%	-0.6%	48.0*	-29.3%	-7.3%
Cc1ccnc(NC(=O)c2cccc(S(=O)(=O)Nc3ccc(C)cc3C)c2)c1	.	-0.1	.	.	.	-26.0%	5.0%
CC(NCC(O)COc1ccc(S(=O)(=O)N2CCOCC2)cc1)c1ccccc1 (stereo unspecified)	-4.4	35.3	4.3%	0.2%	-2.9	-18.9%	14.9%
CCOC(=O)c1cc(-c2ccccc2)sc1NC(=O)CCN1C(=O)c2ccccc2C1=O	-8.6	?	?	-5.0%	-3.2	-13.5%	-3.5%[11.6 µM]
O=C1C=C(c2ccc3cc[nH]c3c2)C[C@@H](c2ccc3c(c2)OCO3)C1	.	.	2.6%	.	.	-42.5%	-9.5%
CC(=O)c1cccc(NC(=O)NCc2ccc3c(c2)OCO3)c1	-6.0	-1.7	?	-2.4%	12.7	-33.6%	-5.2%
CCc1ccc(OCC(=O)O/N=C(\N)c2ccccn2)cc1	84.8*	81.4	3.5%	1.3%	54.3*	-10.9%	38.4%[activator]

Following part
SMILES	Shiga inhibitor	HCMV inh	AmpC detergent	FBPA Giardia inh	Cycloheximide cs	AmpC inh no detg	AMA1-RON2 inh
CC(C)c1csc(CN2CCN(CCc3ccccc3)C(CCO)C2)n1 (stereo unspecified)	-25.0	-37.6	-6.7%	-0.8%	-4.5	107.5%[activator]	3.1%
CCN(CC)CCN(Cc1cc2ccc(C)cc2[nH]c1=O)C(=O)NC1CCCCC1	28.9	-16.6	-0.1%	3.4%	-3.2	34.0%	8.7%
Cn1ncc([N+](=O)[O-])c1C(=O)Nc1cccc2ccccc12	-25.0	-62.9*	6.0%	5.0%	-4.2	-11.8%	-10.9%
CCC(C)c1cc([N+](=O)[O-])cc([N+](=O)[O-])c1OC(=O)OC(C)C (stereo unspecified)	15.5	.	.	-17.8%	6.4	.	.
Cc1cccc(NC(=O)Cn2c(=O)n3nc(CCn4nc(C)cc4C)nc3c3ccccc32)c1	-4.2	-32.2	-1.7%	5.3%	6.9	-5.3%	4.2%
Cc1ccnc(NS(=O)(=O)c2cnc(Cl)c(Br)c2)c1	-7.4	30.4	-9.0%	-0.8%	-1.1	-18.2%	-6.1%[11.6 µM]
COc1cc(S(=O)(=O)N2CCN(C)CC2)c(OC)cc1Cl	5.1	23.5	-3.2%	2.5%	-2.9	-5.9%	-7.2%
Cc1ccc(OCC(=O)NC2CCCC(C)C2C)c([N+](=O)[O-])n1 (stereo unspecified)	.	-20.4	6.7%	.	.	103.9%[activator]	-3.7%
COC(=O)C1=C(c2cccc(OCc3ccccc3)c2)C[C@@H]2CC[C@H]1N2C(=O)NCCN1CCOCC1	.	-16.7	1.7%	.	.	263.9%[activator]	-7.9%
C(#Cc1ccccc1)CN1CCCCC1	9.6	1.8	4.0%	-6.5%	15.3	-20.5%	-6.8%
CC(Oc1ccc(Cl)cc1Cl)C(=O)NCc1ccncc1 (stereo unspecified)	-2.3	0.1	?	5.2%	-3.2	15.5%	-1.0%
O=C(COC(=O)c1ccc(Cl)nc1)Nc1ccc2c(c1)OCCO2	.	2.9	?	.	.	-4.7%	-1.5%
O=C(O)CC/C(=N/NC(=O)c1ccc(-c2ccccc2)cc1)c1ccccc1	21.5	-32.7	-0.4%	16.7%	6.3	-32.1%	30.5%[activator]
Cc1cc(=O)[nH]c2nnc(-c3ccc(Br)cc3)n12	22.4	39.3	-5.9%	-17.1%	4.8	-1.8%	-7.6%
O=C(c1ccc(F)cc1)N1CCN(C(=O)c2cccnc2)CC1	-2.5	-5.2	-22.9%	3.0%	-0.7	-10.3%	-13.5%
COc1ccc(C(=O)C(C)OC(=O)c2nc3nccc(C)n3n2)cc1 (stereo unspecified)	.	-12.6	6.4%	.	.	-4.1%	-5.7%
Cn1nc(-c2ccc3c(c2)OCCO3)c2ccccc2c1=O	-15.4	-15.3	2.5%	0.0%	-2.0	-14.7%	1.6%
CC(=O)OCc1cc(-c2nc3ccccc3[nH]c2=O)nn1-c1ccc(Cl)cc1	-3.2	1.6	3.2%	0.7%	-6.0	-18.8%	12.3%
CC(C)CC1COC(=O)N1 (stereo unspecified)	-7.2	-9.5	?	0.8%	-2.2	-11.8%	-5.7%
CCCS(=O)(=O)N1CCC(C(=O)NCCCN2CCCC2=O)CC1	-6.6	-28.0	-4.2%	4.8%	0.5	-11.6%	-6.4%
CCOc1ccc(NC(=O)CS(=O)CC(=O)Nc2cccnc2)cc1 (stereo unspecified)	-8.9	-20.2	-6.1%	.	-6.3	-6.1%	-4.3%
CCOC(=O)c1c(C)n(C)c2cc(-c3ccc(C)cc3)c(O)cc12	20.2	?	-7.1%	-5.3%	-3.1	-41.5%	6.7%
Cc1nc(-c2nc(C(=O)NNS(C)(=O)=O)cs2)cs1	18.3	-21.6	4.6%	-1.8%	7.8	-27.5%	-5.7%
C=CCNC(=S)NCC=C	-2.8	8.9	-7.6%	-13.0%	1.9	-14.1%	-2.7%
COc1ccccc1CNC(=O)C(NS(=O)(=O)c1ccc2c(c1)oc(=O)n2C)C(C)C (stereo unspecified)	-5.7	60.3	?	5.3%	-1.4	-2.3%	-6.9%
CC(C)Cn1c(-c2cccc(S(=O)(=O)N3CCOCC3)c2)n[nH]c1=S	.	-9.5	.	.	.	-16.4%	29.4%

9 entries out of the list, arranged by heavy-atom count, lowest first.
SMILES	Shiga inhibitor	HCMV inh	AmpC detergent	FBPA Giardia inh	Cycloheximide cs	AmpC inh no detg	AMA1-RON2 inh
C=CCNC(=S)NCC=C	-2.8	8.9	-7.6%	-13.0%	1.9	-14.1%	-2.7%
Cc1cc(=O)[nH]c2nnc(-c3ccc(Br)cc3)n12	22.4	39.3	-5.9%	-17.1%	4.8	-1.8%	-7.6%
Cc1nc(-c2nc(C(=O)NNS(C)(=O)=O)cs2)cs1	18.3	-21.6	4.6%	-1.8%	7.8	-27.5%	-5.7%
CC(Oc1ccc(Cl)cc1Cl)C(=O)NCc1ccncc1 (stereo unspecified)	-2.3	0.1	?	5.2%	-3.2	15.5%	-1.0%
Cn1ncc([N+](=O)[O-])c1C(=O)Nc1cccc2ccccc12	-25.0	-62.9*	6.0%	5.0%	-4.2	-11.8%	-10.9%
CCOC(=O)c1c(C)n(C)c2cc(-c3ccc(C)cc3)c(O)cc12	20.2	?	-7.1%	-5.3%	-3.1	-41.5%	6.7%
CCOc1ccc(NC(=O)CS(=O)CC(=O)Nc2cccnc2)cc1 (stereo unspecified)	-8.9	-20.2	-6.1%	.	-6.3	-6.1%	-4.3%
CC(=O)OCc1cc(-c2nc3ccccc3[nH]c2=O)nn1-c1ccc(Cl)cc1	-3.2	1.6	3.2%	0.7%	-6.0	-18.8%	12.3%
Cc1cccc(NC(=O)Cn2c(=O)n3nc(CCn4nc(C)cc4C)nc3c3ccccc32)c1	-4.2	-32.2	-1.7%	5.3%	6.9	-5.3%	4.2%
